D1 antagonist – antagonists of human D1 dopamine receptor. P21728. HEK293 TREx D1 cells, calcium flux, dopamine EC80; hits give low values. activity change, negative = inhibition, % at 10 µM. actives 3.2% (n = 360,000). AID 504652; in the data active means activity change below about -30%; further: on the % scale 0 is the no-effect control and ±100 the full control effect
Target sequence (P21728 whole entry, looked up): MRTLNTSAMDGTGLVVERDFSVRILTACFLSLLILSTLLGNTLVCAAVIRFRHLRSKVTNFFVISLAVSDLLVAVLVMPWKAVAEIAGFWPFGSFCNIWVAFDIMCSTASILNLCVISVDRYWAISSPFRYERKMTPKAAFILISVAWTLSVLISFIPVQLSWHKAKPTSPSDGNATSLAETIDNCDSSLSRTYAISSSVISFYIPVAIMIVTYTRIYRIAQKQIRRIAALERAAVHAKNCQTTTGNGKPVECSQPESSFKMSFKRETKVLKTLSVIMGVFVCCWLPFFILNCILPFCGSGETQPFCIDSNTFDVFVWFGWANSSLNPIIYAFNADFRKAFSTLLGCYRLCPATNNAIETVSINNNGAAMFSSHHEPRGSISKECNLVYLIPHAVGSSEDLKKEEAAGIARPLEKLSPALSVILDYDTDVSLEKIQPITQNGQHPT
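HEK293 T-REx cells expressing inducible, force-coupled D1 receptor; no-wash Ca dye, 30–90 min RT. Cmpd → 180 s read at 1 Hz → EC80 DA → 180 s read.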
D2 PAM – positive allosteric modulators of human D2 dopamine receptor; P14416; HEK293 T-REx D2, calcium flux, EC20 dopamine potentiation; potentiation, % at 10 µM; actives 0.34% (n = 340,000); AID 485347;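 active means potentiation over 3 SD above the plate norm, cut at about 30% in these data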; further: 0% is about no effect
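Potentiation of an EC20 dopamine calcium response is measured in a force-coupled, tetracycline-inducible Hek293 Trex D2 line. Compound-only kinetic reads over 180 s flag agonists before dopamine addition.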
D2 ag – activates the human D2 dopamine receptor; P14416; HEK293 T-REx D2 cells, calcium flux agonist mode; activation, % at 2 µM; actives 0.53% (n = 340,000);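 active means activation over 3 SD above normal in the single-dose calcium agonist read, cut at about 30% in these data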; further: 0% is about no effect
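In this primary screen, compounds producing a positive calcium signal within 180 s of addition to tetracycline-induced, force-coupled HEK293 Trex D2 cells are flagged; cells are dye-loaded with a no-wash calcium kit beforehand.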
RXFP1 antagonist – antagonists of human relaxin receptor RXFP1 | actives 0.59% (n = 350,000) | AID 1259400 | HEK293-RXFP1, relaxin-stimulated cAMP HTRF, 30 min; hits give low values | Q9HBX9 | activity change, negative = inhibition, % at 57.5 µM;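 active means activity change of -60% or lower, but not beyond a set lower limit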; further: on the % scale 0 is the no-effect control and ±100 the full control effect
D1 PAM – potentiators of human D1 dopamine receptor | actives 0.036% (n = 360,000) | AID 504651 | P21728 | potentiation, % at 10 µM | HEK293 TREx D1 cells, calcium flux, dopamine EC20 potentiation; in the data active means potentiation above about 30%; further: 0% is about no effect
TRHR enhancer – allosteric enhancers of human TRH receptor; P34981; TRHR cells, fluo-8 calcium fluorescence, EC20 TRH enhancement; enhancement, % at 2 µM; actives 0.66% (n = 360,000); AID 493056; in the data active means enhancement above about 30%; further: 0% is about no effect
Target sequence (P34981 whole entry, looked up): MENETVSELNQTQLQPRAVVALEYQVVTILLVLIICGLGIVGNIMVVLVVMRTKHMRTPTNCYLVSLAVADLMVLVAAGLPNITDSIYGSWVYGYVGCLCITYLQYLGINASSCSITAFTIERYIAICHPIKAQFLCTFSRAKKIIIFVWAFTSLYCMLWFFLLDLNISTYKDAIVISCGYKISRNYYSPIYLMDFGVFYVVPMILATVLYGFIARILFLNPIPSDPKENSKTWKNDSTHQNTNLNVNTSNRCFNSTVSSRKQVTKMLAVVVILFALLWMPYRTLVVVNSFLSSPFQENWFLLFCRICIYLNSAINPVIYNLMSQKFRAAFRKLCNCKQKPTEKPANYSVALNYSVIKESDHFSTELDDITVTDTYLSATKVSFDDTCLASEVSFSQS
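Enhancer read-out: after compound pinning and an initial kinetic agonist-mode read, an EC20 of TRH (10 nM final) was injected and fluo-8 calcium signal (Ex 480/Em 530) followed at 1 s/cycle for 100 cycles in TRHR-expressing cells.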
TRHR ag – TRH receptor (human) agonism. actives 0.18% (n = 360,000). P34981. AID 493084. activation, % at 2 µM. TRHR cells, calcium flux fluo-8, FDSS agonist mode; further: 0% is about no effect
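In this calcium-flux screen, cells bearing human TRHR are dye-loaded with fluo-8, baselined for 10 cycles, then exposed to library compounds; positive kinetic calcium responses during the agonist phase mark hits, with TRH as control.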
D2 antagonist – D2 dopamine receptor (human) antagonism | actives 2% (n = 340,000) | inhibition, % at 10 µM | HEK293 TREx D2 cells, calcium flux, dopamine EC80 | P14416 | AID 485344; in the data active means inhibition above about 30%; further: 0% is about no effect
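Measurement of antagonist activity uses fluorescent calcium dye in inducible HEK293 T-REx D2 cells: 10 s baseline, compound addition with 180 s read, EC80 dopamine addition with a further 180 s read.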
D1 agonist – activates the human D1 dopamine receptor; P21728; HEK293 T-REx D1 cells, calcium flux, agonist mode; activation, % at 2 µM; actives 1% (n = 360,000); further: 0% is about no effect
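Tetracycline-induced HEK293 TREx D1 cells, force-coupled to calcium signalling, were dye-loaded with a no-wash calcium kit. Compound was pin-added after a 10 s baseline. Fluorescence was read kinetically at 1 cycle/s for 180 s, with calcium rises flagged as agonism.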
The depositor's hits bear a star; x = no result given. Unless noted, no stated cut-off is given here; in the data, active means activation above about 30%; inactive means the rest. No enrichment for hits, and some 7.1% of all compounds hit somewhere here.

SMILES	D1 antagonist	D2 PAM	D2 ag	RXFP1 antagonist	D1 PAM	TRHR enhancer	TRHR ag	D2 antagonist	D1 agonist
O=c1oc2ccccc2c(N2CCN(c3ccc(F)cc3)CC2)c1CN1CCCC1	14	3	0.0	-9	-2	3	-0.4	x	-1
CC1Cc2cc(S(=O)(=O)N3CCN(c4cccc(Cl)c4)CC3)ccc2N1C(=O)C1CC1 (configuration not stated)	0	-3	-0.3	-15	0	7	0.6	-11	0
Cc1cccc(NC2SC(=O)N(c3ccccc3)C2=O)c1 (configuration not stated)	-17	-3	-0.7	3	-13	-12	-1.4	4	5
CCN(CC(=O)Nc1ccc(NC(C)=O)cc1)C(=O)c1ccccc1Sc1ccccc1C#N	-18	-8	-0.1	5	-2	-15	-0.2	13	2
CC(C)c1ccc(/C=C/C(=O)Nc2nn[nH]n2)cc1	-31*	0	-0.3	x	-4	4	0.0	8	3
O=C(Nc1ccc([N+](=O)[O-])cn1)C1CC2CCC1C2 (configuration not stated)	-14	x	x	x	-7	3	0.4	x	4
CC[C@@]1(c2ccccc2)C(=O)N(C(=O)OC)N1C(=O)OC	-27	x	x	x	-4	-6	-0.1	x	1
CCN(CC)CCCNc1nc(CN2CCOCC2)nc2sc3c(c12)CCC3	1	-21	-0.1	-11	-4	1	-0.8	9	3
COc1ccc(NC(C)=O)cc1S(=O)(=O)NCCc1ccccn1	1	0	0.4	7	10	-1	1.4	14	1
NS(=O)(=O)c1ccc(CCNc2nc3c(-c4cccc(F)c4)nnn3c3ccc(Cl)cc23)cc1	-15	-6	3.3	x	-1	2	0.7	x	4
COC(=O)c1sccc1S(=O)(=O)Nc1ccc(Cl)cc1	23	6	-1.2	-10	-4	3	0.5	-5	-1
Cc1cc(C)c(S(=O)(=O)C(C)C)c(=O)[nH]1	24	5	0.3	-5	-4	3	0.2	-9	2
CCO/N=C(/C)c1c(O)c(C)c(-c2ccccc2)n(-c2ccccc2)c1=O	1	-24	0.4	13	-5	1	-0.1	-27	1
Cc1cccc(C(=O)N2CCc3cc(CNC(=O)CCc4ccccc4)ccc32)c1	-5	2	1.5	-13	-2	-4	-0.6	x	5
CCN(CC)c1ccc(/C=N/Nc2nc3ccccc3[nH]2)c(O)c1	2	-12	1.9	-29	4	-2	1.3	-2	1
Cc1cc(NC(=O)CSCC(=O)OCC(=O)Nc2ccc(OC(F)F)cc2)no1	5	6	-0.1	-1	-4	-7	-0.3	6	0
COc1cc(/C=N/NC(=O)c2ccccc2Cl)ccc1Oc1ccc([N+](=O)[O-])cn1	6	-4	-0.2	-5	4	1	0.3	0	2
CCN(CC)CCOC(=O)c1ccc(NC(=O)CNC(=O)C2CCCCC2)cc1	1	7	0.5	3	5	12	-0.2	7	2
COc1ccc(NC(=O)c2ccco2)cc1NC(=O)c1cccs1	-13	5	-0.2	16	-1	-4	-1.7	2	1
Cc1sc(NC(=O)C2=COCCO2)nc1-c1ccc(Br)cc1	1	-4	-0.6	-6	-8	-4	-0.2	1	3
C#CCSc1nc(-c2cccs2)ccc1C#N	12	-1	1.3	2	-9	-6	2.3	-11	2
CCCOc1ccc(N2C(=O)CC(NCCNc3ccc([N+](=O)[O-])cn3)C2=O)cc1 (configuration not stated)	-19	-11	0.0	-11	-9	-4	0.3	23	2
CC(NC(=O)CNC(=O)c1ccco1)c1ccccc1 (configuration not stated)	0	6	0.4	11	-1	5	1.7	1	1
Cc1nn2c(COc3ccc(NC(=O)c4ccccc4)cc3)nnc2c2ccccc12	-21	3	-0.8	14	1	22	-3.6	-6	6
Cn1nc(-c2ccc(Cl)cc2)c2cc(C(=O)N3CCN(C(=O)c4ccco4)CC3)sc21	-2	12	0.5	x	x	5	-1.1	16	6
CSc1ccc(Cl)c(C(=O)NCCCn2ccnc2)c1	-2	7	-1.8	1	-2	-4	-0.8	7	0
O=C(c1cc(S(=O)(=O)Nc2ccccc2F)c(Cl)cc1Cl)N1CCN(CCO)CC1	10	25	0.2	-3	1	8	-0.3	-19	1
CN(CC(=O)Nc1ncn[nH]1)S(=O)(=O)c1ccc(Cl)cc1	-12	-4	-0.2	-4	-6	2	0.3	-17	2
CC(C)(C)c1ccc(C(=O)Nc2ccc(C(=O)OCc3cc(=O)n4ccsc4n3)cc2)cc1	0	-2	-0.9	-14	0	6	0.2	x	2
COc1cccc(NC(=O)COc2cccc3c2CCNC3=O)c1	2	-4	0.0	-8	-6	-2	0.0	-2	4

An excerpt of these results, with values under each structure:
Values run as follows: D1 antagonist | D2 PAM | D2 ag | RXFP1 antagonist | D1 PAM | TRHR enhancer | TRHR ag | D2 antagonist | D1 agonist
- CCN(CC)c1ccc(/C=N/Nc2nc3ccccc3[nH]2)c(O)c1
    2 | -12 | 1.9 | -29 | 4 | -2 | 1.3 | -2 | 1
- Cc1cc(NC(=O)CSCC(=O)OCC(=O)Nc2ccc(OC(F)F)cc2)no1
    5 | 6 | -0.1 | -1 | -4 | -7 | -0.3 | 6 | 0
- COc1cc(/C=N/NC(=O)c2ccccc2Cl)ccc1Oc1ccc([N+](=O)[O-])cn1
    6 | -4 | -0.2 | -5 | 4 | 1 | 0.3 | 0 | 2
- CCN(CC)CCOC(=O)c1ccc(NC(=O)CNC(=O)C2CCCCC2)cc1
    1 | 7 | 0.5 | 3 | 5 | 12 | -0.2 | 7 | 2
- COc1ccc(NC(=O)c2ccco2)cc1NC(=O)c1cccs1
    -13 | 5 | -0.2 | 16 | -1 | -4 | -1.7 | 2 | 1
- Cc1sc(NC(=O)C2=COCCO2)nc1-c1ccc(Br)cc1
    1 | -4 | -0.6 | -6 | -8 | -4 | -0.2 | 1 | 3
- C#CCSc1nc(-c2cccs2)ccc1C#N
    12 | -1 | 1.3 | 2 | -9 | -6 | 2.3 | -11 | 2
- CCCOc1ccc(N2C(=O)CC(NCCNc3ccc([N+](=O)[O-])cn3)C2=O)cc1 (configuration not stated)
    -19 | -11 | 0.0 | -11 | -9 | -4 | 0.3 | 23 | 2
- CC(NC(=O)CNC(=O)c1ccco1)c1ccccc1 (configuration not stated)
    0 | 6 | 0.4 | 11 | -1 | 5 | 1.7 | 1 | 1
- Cc1nn2c(COc3ccc(NC(=O)c4ccccc4)cc3)nnc2c2ccccc12
    -21 | 3 | -0.8 | 14 | 1 | 22 | -3.6 | -6 | 6
- Cn1nc(-c2ccc(Cl)cc2)c2cc(C(=O)N3CCN(C(=O)c4ccco4)CC3)sc21
    -2 | 12 | 0.5 | x | x | 5 | -1.1 | 16 | 6
- CSc1ccc(Cl)c(C(=O)NCCCn2ccnc2)c1
    -2 | 7 | -1.8 | 1 | -2 | -4 | -0.8 | 7 | 0
- O=C(c1cc(S(=O)(=O)Nc2ccccc2F)c(Cl)cc1Cl)N1CCN(CCO)CC1
    10 | 25 | 0.2 | -3 | 1 | 8 | -0.3 | -19 | 1
- CN(CC(=O)Nc1ncn[nH]1)S(=O)(=O)c1ccc(Cl)cc1
    -12 | -4 | -0.2 | -4 | -6 | 2 | 0.3 | -17 | 2
- CC(C)(C)c1ccc(C(=O)Nc2ccc(C(=O)OCc3cc(=O)n4ccsc4n3)cc2)cc1
    0 | -2 | -0.9 | -14 | 0 | 6 | 0.2 | x | 2
- COc1cccc(NC(=O)COc2cccc3c2CCNC3=O)c1
    2 | -4 | 0.0 | -8 | -6 | -2 | 0.0 | -2 | 4

Carrying on.
SMILES	D1 antagonist	D2 PAM	D2 ag	RXFP1 antagonist	D1 PAM	TRHR enhancer	TRHR ag	D2 antagonist	D1 agonist
O=C(c1ccco1)N1CCN(C2=NS(=O)(=O)c3ccccc32)CC1	-3	17	-0.4	-14	-7	10	1.3	-11	1
O=C(CCC(=O)N(c1ccc(F)cc1)C(C(=O)NC1CCCC1)c1ccncc1)Nc1cccnc1 (configuration not stated)	-6	22	-0.9	0	-10	2	-0.9	4	-1
CCN(C(=O)CSc1nnc(-c2ccco2)n1Cc1ccccc1)C1CCS(=O)(=O)C1 (configuration not stated)	-8	-2	0.3	-38	-4	20	1.0	-16	0
COc1cc(C(=O)O)ccc1OC(C)=O	-7	-2	2.2	7	3	6	0.7	-4	5
COc1ccc(C2Nc3ccccc3C(=O)N2c2ccc(C)cc2)cc1COc1ccccn1 (configuration not stated)	14	-7	0.3	-6	4	-6	0.1	-5	2
CCn1c2ccccc2c2cc(NC(=O)COC(=O)Cc3cn4ccsc4n3)ccc21	1	-3	-0.2	1	5	7	0.3	0	2
Cc1ccc(CNC(=O)C2CC3Cn4c(nc5cc6ccccc6cc54)C3N2C)o1 (configuration not stated)	10	15	-0.2	x	-1	-8	-0.1	9	2
COc1ccc(C(=O)NC(NC(=O)c2ccc(OC)cc2)c2ccccc2F)cc1	1	-3	1.0	-25	8	-1	0.5	8	2
COc1ccc(C)cc1NS(=O)(=O)c1ccc2c(c1)CCN2C(C)=O	-21	-6	0.0	3	-4	-1	0.1	10	21
CC(C)[C@H](NS(=O)(=O)c1ccccc1)C(=O)OCC(=O)Nc1ccccc1Sc1ccccc1	7	x	x	-10	-4	-5	0.5	x	-1
COc1ccc(CCN2CC(C(=O)NCc3cc(C(C)C)no3)CCC2=O)cc1 (configuration not stated)	0	-7	0.4	-10	2	-8	2.2	-1	1
CCOC(=O)C1CCCN(c2ncnc3c2nnn3C)C1 (configuration not stated)	x	-6	-2.0	-3	2	-1	0.4	x	3
CCCn1c(=N)n(CC(=O)OCC)c2ccccc21	-2	4	-1.2	-4	-11	18	-0.3	-16	3
COc1ccc(NC(=O)C2CCCN(S(=O)(=O)c3ccc4[nH]c(=O)ccc4c3)C2)cc1Cl (configuration not stated)	5	4	-1.0	-5	-4	4	-0.1	x	1
O=C(NC1CCCCC1)c1ccc(Cn2c(SCc3cccc(F)c3)nc3cccnc32)cc1	-65*	-15	-1.0	14	0	4	-0.7	x	0
COc1ccccc1NC(=O)c1ccc(NC(=O)CN2CCN(C(=O)c3ccco3)CC2)cc1	5	-7	51*	7	-8	7	-0.3	41*	-1
COc1ccc(CCNC(=O)CN(c2ccccc2)S(=O)(=O)N(C)C)cc1OC	1	-16	0.2	x	-2	-14	0.5	x	0
CCN(CC)S(=O)(=O)c1cccc(C(=O)N[C@H](C(=O)NCc2ccccc2F)C(C)C)c1	x	-10	0.6	20	0	3	0.1	-26	0
Cc1cc2cc(CCNS(C)(=O)=O)c(=O)[nH]c2cc1C	-21	8	0.3	-9	-6	-2	-0.1	8	4
Cc1c(/C=N\NC(=O)c2cccc(F)c2)cnn1C	-6	-8	-0.6	x	-6	0	-0.5	-5	4
Clc1nc(-c2ccccc2)cc(-c2ccccc2)n1	2	7	1.7	-13	-3	2	-0.2	-2	14

High-throughput results from PubChem.
